# Screening results (PubChem BioAssay)
# HePTP inh: inhibitors of human HePTP phosphatase | inhibition, % at 20 µM | AID 521 | actives 0.64% (n = 110,000) | P35236 | recombinant HePTP phosphatase activity, OD absorbance; in the data active means inhibition above about 50%;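 further: plate controls were vehicle for no effect and reference inhibitor for full effect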
# Target sequence (P35236 whole entry, looked up): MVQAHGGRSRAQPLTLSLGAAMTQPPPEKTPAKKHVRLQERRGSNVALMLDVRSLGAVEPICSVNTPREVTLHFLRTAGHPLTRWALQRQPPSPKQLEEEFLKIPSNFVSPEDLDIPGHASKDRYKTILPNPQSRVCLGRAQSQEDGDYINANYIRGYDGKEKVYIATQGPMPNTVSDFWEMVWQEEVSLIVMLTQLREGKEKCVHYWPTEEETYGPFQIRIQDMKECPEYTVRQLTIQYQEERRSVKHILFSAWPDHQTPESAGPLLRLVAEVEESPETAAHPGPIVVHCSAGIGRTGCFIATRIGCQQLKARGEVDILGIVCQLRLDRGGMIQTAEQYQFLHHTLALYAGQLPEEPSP
# BAP1 inh: blocks human BAP1 ubiquitin-AMC hydrolysis. recombinant BAP1, Ub-AMC hydrolysis fluorescence kinetic; hits give low values. activity remaining (% of control), % at 20 µM. actives 0.48% (n = 72,000). AID 436;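 active means activity remaining at or below 50% of control, provided the compound also passes the data quality filters; inactive means the rest, including low values that fail the filters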;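 further: 100% = DMSO wells rate and 0% = substrate alone blank rate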
# Target sequence (Q92560 whole entry, looked up): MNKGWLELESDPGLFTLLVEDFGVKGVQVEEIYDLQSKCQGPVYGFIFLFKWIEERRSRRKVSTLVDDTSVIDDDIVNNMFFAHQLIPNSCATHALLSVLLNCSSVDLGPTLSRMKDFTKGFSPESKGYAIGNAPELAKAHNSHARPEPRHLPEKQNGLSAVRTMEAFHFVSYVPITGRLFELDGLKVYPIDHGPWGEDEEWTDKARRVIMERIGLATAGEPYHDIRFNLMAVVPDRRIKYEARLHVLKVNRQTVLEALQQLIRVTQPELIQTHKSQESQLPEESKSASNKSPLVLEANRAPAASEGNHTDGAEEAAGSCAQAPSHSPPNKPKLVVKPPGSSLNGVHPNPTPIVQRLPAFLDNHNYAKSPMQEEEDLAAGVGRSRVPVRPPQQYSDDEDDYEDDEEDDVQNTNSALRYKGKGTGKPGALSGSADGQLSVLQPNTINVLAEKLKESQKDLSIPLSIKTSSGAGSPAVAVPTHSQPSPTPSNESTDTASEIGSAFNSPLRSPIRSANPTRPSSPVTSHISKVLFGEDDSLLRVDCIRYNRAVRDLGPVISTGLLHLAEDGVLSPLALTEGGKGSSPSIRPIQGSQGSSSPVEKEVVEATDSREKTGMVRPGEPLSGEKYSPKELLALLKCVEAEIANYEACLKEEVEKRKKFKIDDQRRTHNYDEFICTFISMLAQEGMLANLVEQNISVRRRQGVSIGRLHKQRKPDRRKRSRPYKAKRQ
# * hit, by the source's call; nt = no result given; & = joins results of further samples.
SMILES,HePTP inh,BAP1 inh
COc1ccc(/C(O)=C2\C(=O)C(=O)N(CC3CCCO3)C2c2cc(OC)ccc2OC)cc1 (stereo not drawn),7,75
Cc1cc(NC(=O)c2cc3n(n2)C(C(F)(F)F)CC(c2ccc(Cl)c(Cl)c2)N3)no1 (stereo not drawn),-2&1,82
CC(C)(C)N1C(=O)c2ccc(C(=O)Nc3nccs3)cc2C1=O,0,86
COCC(=O)Nc1cc(C)c2c(=O)oc3ccccc3c2n1,7,85
CC12CN3CC(C)(CN(C1)C3(C)c1ccccc1)C2=O (stereo not drawn),-6,nt
CCn1c(C)cc2c(c1=O)C(c1ccncc1)C(C#N)=C(N)O2 (stereo not drawn),3,62
Cc1cc(S(=O)(=O)N2CCN(c3ccc(F)cc3)CC2)c(C)s1,0,75
Cc1ccc(-c2cc(C(=O)N3CCN(c4cccc(Cl)c4)CC3)c3ccccc3n2)c(C)c1,-6,nt
COCCNc1nc(C(C)(C)C)nc2c1nnn2Cc1ccccc1Cl,0,79
O=C1NC(Nc2ccccn2)(C(F)(F)F)C(=O)N1c1ccc(F)cc1 (stereo not drawn),9,83
COC(=O)c1ccc(NC(=O)C2CCCN2S(=O)(=O)c2ccc(C)cc2)cc1 (stereo not drawn),3,97
CNC(=O)N(C1=NCC(C)(C)S1)c1ccc(F)c(Cl)c1,5,102
CC(C)CC(=O)NC1(C(F)(F)F)C(=O)Nc2c1c(=O)[nH]c(=O)n2Cc1ccco1 (stereo not drawn),4,76
COc1cccc(Oc2ccc(N)cn2)c1,-4,163
NS(=O)(=O)c1cccc(NC(=O)c2ccc(-c3ccccc3)cc2)c1,5,nt
Cc1ccc(OCC(=O)NCc2ccccc2Cl)c(C)c1,9,nt
FC(F)(F)c1cccnc1N1CCN(c2ncnc3nc[nH]c23)CC1,9,97
COC(=O)Cc1csc(Nc2c(C)n(C)n(-c3ccccc3)c2=O)n1,7,89
O=C(c1ccc2c(c1)OCO2)N1CCN(Cc2ccccc2)CC1,6,nt
O=C(c1cccc(C(=O)N2CCN(c3ncccn3)CC2)c1)N1CCN(c2ncccn2)CC1,6,105
CCOC(=O)c1c(C)sc(Sc2ccc(Cl)cc2[N+](=O)[O-])c1OC(C)=O,-2,nt
COc1ccc(C2CC(=O)C3=C(C2)Nc2ccccc2NC3c2cccnc2)cc1OC (stereo not drawn),5,nt
CCCCN(C)CCCNC(=O)c1ccc2c(c1)NC(=O)C(N1CCOCC1)S2 (stereo not drawn),3,96
O=C(Nc1ccc(N2CCOCC2)c(Cl)c1)C1CCCCC1,-7,83
O=C1c2ccccc2C(=O)N1CCC(=O)N1CCCc2ccccc21,9,nt
CS(=O)(=O)N(Cc1ccc(C(=O)N2CCCCCC2)cc1)c1ccccc1,0,nt
Cc1noc(C)c1COC(=O)COc1cccc2c1OC(C)(C)C2,-1,114
O=C(Nc1cc(C(F)(F)F)ccc1N1CCOCC1)C1Cc2ccccc2CN1C(=O)c1ccco1 (stereo not drawn),6,86
Cc1ccc(NC(=O)CSCc2c(C)noc2C)cc1C,5,103
O=[N+]([O-])c1ccc(Cl)c(/C=N/N2CCN(Cc3ccccc3Cl)CC2)c1,-2,nt

# Reprinted at random: 3 entries already listed.
SMILES,HePTP inh,BAP1 inh
COC(=O)Cc1csc(Nc2c(C)n(C)n(-c3ccccc3)c2=O)n1,7,89
O=C(c1cccc(C(=O)N2CCN(c3ncccn3)CC2)c1)N1CCN(c2ncccn2)CC1,6,105
O=C(Nc1ccc(N2CCOCC2)c(Cl)c1)C1CCCCC1,-7,83

# Other entries.
SMILES,HePTP inh,BAP1 inh
O=C(CCCN1C(=O)c2cccc3cccc(c23)C1=O)OCc1ccc2c(c1)OCO2,9,nt
CCOC(=O)CC(=O)CSc1nc2nc(C)cc(C)n2n1,2,108
CCOc1ccc(NC(=O)C2C(c3ccccc3)C2(Cl)Cl)cc1 (stereo not drawn),8,nt
Cc1onc(-c2ccccc2)c1C(=O)Nc1sc2c(c1C#N)CCC2,-2,nt
CN=C(Nc1ccccc1OC)SC1CC(=O)N(c2ccc(C(=O)OC)cc2)C1=O (stereo not drawn),-1,nt
O=C(Nc1ccc2c(c1)OCO2)c1ccccc1[N+](=O)[O-],-4,nt
CC(C)=CCCC(C)NC(=O)NC1CCCCC1 (stereo not drawn),2&-5,119
O=C(COc1ccc(Br)cc1)Nc1ccc(NC(=O)c2ccccc2)cc1,-2,nt
Cc1oc2ccc(OC(=O)c3cccs3)cc2c1C(=O)OC(C)C,5,nt
CCOc1ccccc1/C=C(/NC(=O)c1ccccc1)C(=O)N(CC)CC,2,nt
O=c1[nH]c(CS(=O)(=O)c2ccccc2)nc2ccccc12,nt,84
CCOC(=O)c1ccc(Nc2nnc(C(C)(C)C)c(=O)[nH]2)cc1,1,nt
O=C(CSCc1ccco1)c1ccc(Cl)s1,4,61
O=C(COC(=O)C1CC1)c1c[nH]c2ccccc12,-5,106
O=C(Nc1ccc(F)c([N+](=O)[O-])c1)c1cc(I)ccc1Cl,8,nt

# Record cards, as listed above. Order of values: HePTP inh | BAP1 inh
# CCOc1ccc(NC(=O)C2C(c3ccccc3)C2(Cl)Cl)cc1 (stereo not drawn) in the list: 8 | nt
# O=C(CSCc1ccco1)c1ccc(Cl)s1 in the list: 4 | 61

# (list continues)
SMILES,HePTP inh,BAP1 inh
Cc1cccc(OCCOCCN2CCC(C)CC2)c1,-12,nt
O=C(NCc1cccs1)N[C@@H](Cc1ccccc1)C(=O)O,6,110
CCOC(=O)c1ccc(NC(=O)/C=C/c2ccc(OC)cc2)cc1,1,nt
Cc1cc(C)n2c(SCc3c(C)noc3C)nnc2n1,nt,94
O=C(CCN1CCCCC1)NCNC(=O)CCN1CCCCC1,-6,101
O=C(c1cc(-c2cccs2)on1)N1CCCc2ccccc21,4,89
C/C(=N\NC(=O)c1cccc(Cl)c1)c1ccccc1O,-4,nt
CC(=O)Nc1ccccc1OCc1nnc(-c2cccs2)o1,6,100
CCOC(=O)c1cccc(NS(=O)(=O)c2c(C)[nH]c(=O)[nH]c2=O)c1,5,98
O=C(O[C@H]1CCN(C(=O)c2ccccc2)[C@@H]2CCCC[C@H]12)c1ccccc1,-1,nt
CS(=O)(=O)Nc1nnc(SCC(=O)Nc2cccc([N+](=O)[O-])c2)s1,0,nt
CCOC(=O)C(C(=O)OCC)C(CC(=O)c1ccccc1)c1ccccc1 (stereo not drawn),-7,nt
COc1ccc2c(c1)CCC/C2=N\OC(=O)c1cc(OC)c(OC)c(OC)c1,-8,nt
C/C(=N\NC(=O)c1cc(-c2ccccc2)n[nH]1)c1ccc(Br)cc1,0,nt
COc1ccc(C2(CC(=O)Nc3ccccc3C)C(=O)c3ccccc3C2=O)cc1,-4,nt
O=C(Nc1ccc(Br)cc1)NC(c1ccccc1)c1ccccc1,0,nt
COC(=O)c1cc(NC(=O)c2sc3cc(C)ccc3c2Cl)cc(C(=O)OC)c1,7,95
COc1cccc(CN2CCN(c3cccc(C(F)(F)F)c3)CC2)c1OC,5,166
COC1(C2=NCCN2)COc2ccccc2O1 (stereo not drawn),nt,98
Cc1cc(C)c2c(=O)n(CC(=O)N3CCC(Cc4ccccc4)CC3)sc2n1,7,74
CCOC(=O)N1CCN(C(=O)C2CCCN(c3nc4ccc(OCC)cc4s3)C2)CC1 (stereo not drawn),6,99
Cn1nc(CC(=O)Nc2ccc3c(c2)OCCO3)c2ccccc2c1=O,1,97
Cc1cnc2cc(Cl)c(Cl)cc2n1,-9,nt
COc1ccc(OC)c(/C=C/C(=O)Nc2ccc(N(C)C)cc2)c1,9,nt
CC(C)N(C(=O)Nc1ccc2nccnc2c1)C(C)C,-3,101
CCOc1ccc(Nc2ncnc3c2cnn3Cc2ccccc2)cc1,nt,119
Cc1ccc(C)c(Cn2nnc3c(=O)[nH]c(C(=O)NCC4CCCO4)nc32)c1 (stereo not drawn),10,99
O=S(=O)(c1ccc2ccccc2c1)N1CCCOC1,-3,97
COc1cc(C(=O)N(Cc2ccco2)Cc2cc3ccccc3[nH]c2=O)cc(OC)c1OC,9,87
COc1ccc(CCNC(=O)c2c(-c3ccccc3)noc2C)cc1OC,3,96
CN(C)CCNC(=O)c1ccc(CS(=O)(=O)c2c(Cl)cccc2Cl)o1,4,87
NS(=O)(=O)c1ccc2c(c1)C(=O)c1cc(S(N)(=O)=O)ccc1-2,-2,nt
CCCc1nc2n[nH]c(N)c2c2c1COC(C)(C)C2,3,121
CC1(C)Cc2c(sc3nc(SCC(=O)N4CCOCC4)nc(N)c23)CO1,1,nt
O=C(O)C(Cc1ccccc1)N1C(=O)/C(=C/c2cccc(Br)c2)SC1=S (stereo not drawn),-2,nt
O=C1CC(N(CCc2ccccc2)C(=O)c2cccc(F)c2)C(=O)N1c1ccc(Cl)cc1 (stereo not drawn),nt,58
O=C(NC12CC3CC(CC(C3)C1)C2)N1CCN(S(=O)(=O)c2ccc(Cl)cc2)CC1,13,nt
O=C(Nc1cccc(Cn2cccn2)c1)c1cc2c(s1)CCCC2,-2,71
CS(=O)(=O)N(CC(=O)Nc1cccc(F)c1)Cc1ccccc1,14,nt
COc1ccc(OCC(=O)Nc2ccc(OC)c(OC)c2)cc1,6,nt
COCCNC(=O)c1ccc(CN(c2cccc(Cl)c2)S(=O)(=O)c2ccc(C)cc2)cc1,4,nt
COc1ccc2c(c1)cc(C)c1nnc(SCC(=O)N3CCN(C(=O)c4ccco4)CC3)n12,5,107
O=C(NC1CCCCC1)[C@H](O)[C@@H](O)C(=O)NC1CCCCC1,1,89
COc1ccc(C(=O)/C=C/Nc2ccccc2NS(=O)(=O)c2ccc([N+](=O)[O-])cc2)cc1OC,2,nt
CC(=O)c1cccc(NC(=O)c2cc(Cl)ccc2[N+](=O)[O-])c1,3,nt
Cc1cc(NC(=O)CSc2nc3c(c(-c4cccnc4)c2C#N)CCC3)no1,23,71
Cc1onc(-c2ccccc2Cl)c1C(=O)Nc1cccc(C(=O)O)c1,5,nt
CC1CCCC(NS(=O)(=O)c2ccc3c(c2)OCCO3)C1C (stereo not drawn),-3,102
COCc1[nH]nc2c1C(c1cc(OC)c(O)c(OC)c1)C(C#N)=C(N)O2 (stereo not drawn),10,97
Cc1csc(NC(=O)CCC2CCCC2)n1,12,nt
Cc1cc(-c2ccccc2)n(-c2ccc(C(=O)N3CCN(c4ncccn4)CC3)cc2)n1,5,86
COc1ccc(NC(=O)c2ccccc2NC(=O)C2CCCO2)cc1 (stereo not drawn),-3,79
c1ccc(Cn2nnnc2CN2CCN(c3ncccn3)CC2)cc1,10,138
COc1ccc(NC(=O)C2C3CCC(C3)C2C(=O)O)cc1OC (stereo not drawn),16&7,81
Nc1c(C(=O)Nc2ccc(F)cc2)sc2nc(-c3ccco3)ccc12,8,53
CCCCOC(=O)Nc1cccc(C(C)=O)c1,-4,102
O=C1OC(c2ccccc2F)=N/C1=C\c1cccc2ccccc12,-4,nt
NS(=O)(=O)c1ccc(N=Cc2ccccc2)cc1,-11,nt
COc1ccc(OC)c(-n2c(SCC(=O)Nc3cc(C)on3)nnc2-c2c[nH]c3ccccc23)c1,1,72
CN1C(=O)Cn2c1nc1ccccc12,-5,109

# New compounds follow:
SMILES,HePTP inh,BAP1 inh
NC(=O)C1(N2CCCCC2)CCN(C(=O)CSc2nc(C(F)(F)F)cc(=O)[nH]2)CC1,7,86
COc1ccc(C2C(C(=O)OCCc3ccccc3)=C(C)NC3=C2C(=O)CCC3)c(OC)c1 (stereo not drawn),nt,61
COc1ccc(C(=O)/C=C/c2c(Cl)cccc2Cl)cc1,3,nt
COc1ccc(C2C(C#N)=C(N)Oc3cc(C)n(CCN4CCOCC4)c(=O)c32)cc1OC (stereo not drawn),-9,105
CC1=C(C)CC2C(=O)N(c3ccccc3[N+](=O)[O-])C(=O)C2C1 (stereo not drawn),2,nt
O=C1C(=O)N(Cc2ccccc2)C(c2ccc([N+](=O)[O-])cc2)/C1=C(/O)c1ccccc1 (stereo not drawn),4,nt
Cc1cc(/C=C2\SC(=S)NC2=O)c(C)n1C,4,nt
COc1ccccc1NS(=O)(=O)CC12CCC(CC1=O)C2(C)C (stereo not drawn),7,101
COc1cc(NC(=O)c2cc3nc(-c4ccc5c(c4)OCO5)cc(C(F)(F)F)n3n2)c(OC)cc1Cl,3,nt
CC1(C)CC(=O)CC(C2(O)C(=O)N(Cc3ccccc3)c3ccccc32)O1 (stereo not drawn),13,99
CCOC(=O)c1c(NC(=O)C2CCCN2S(=O)(=O)c2cccc3nsnc23)sc(C)c1C (stereo not drawn),3,71
O=C(NCc1ccc(Cl)cc1Cl)c1ccccn1,7,106
CCOC(=O)c1sc(NC(=O)/C=C/c2cccc([N+](=O)[O-])c2)c(C(=O)OCC)c1C,0,nt
Cc1ccc(S(=O)(=O)N(CC(O)CN(C)C)c2ccccc2)cc1 (stereo not drawn),7,104
CN(C(=O)C1CCOC1)c1nnc(-c2cnccn2)s1 (stereo not drawn),2,81

# Part of the list above in a different format:
# Each structure is followed by: HePTP inh | BAP1 inh
- CC1(C)CC(=O)CC(C2(O)C(=O)N(Cc3ccccc3)c3ccccc32)O1 (stereo not drawn)
→ 13 | 99
- CCOC(=O)c1c(NC(=O)C2CCCN2S(=O)(=O)c2cccc3nsnc23)sc(C)c1C (stereo not drawn)
→ 3 | 71
- O=C(NCc1ccc(Cl)cc1Cl)c1ccccn1
→ 7 | 106

# In the list so far, these have a COOH group.
SMILES,HePTP inh,BAP1 inh
O=C(NCc1cccs1)N[C@@H](Cc1ccccc1)C(=O)O,6,110
O=C(O)C(Cc1ccccc1)N1C(=O)/C(=C/c2cccc(Br)c2)SC1=S (stereo not drawn),-2,nt
Cc1onc(-c2ccccc2Cl)c1C(=O)Nc1cccc(C(=O)O)c1,5,nt
COc1ccc(NC(=O)C2C3CCC(C3)C2C(=O)O)cc1OC (stereo not drawn),16&7,81

# (listing goes on)
SMILES,HePTP inh,BAP1 inh
CSc1nnc2n(C)c3c(c(=O)n12)C1(CCCC1)Cc1ccccc1-3,8,nt
COc1cc2cc(C(c3nnnn3C3CCCCC3)N(C)C3CCCCC3)c(=O)[nH]c2cc1OC (stereo not drawn),1,nt
COc1cc2ccccc2cc1C(=O)Nc1ccc(N2CCOCC2)cc1,-7,nt
Cc1noc(C)c1COC(=O)c1cc(C)n(-c2ccccc2)c1C,1,79
CCn1c(C)nc2cc(CO)ccc21,nt,78
